Screening data as filed in PubChem.
CHT inh = inhibitors of human choline transporter CHT; High affinity choline transporter 1 (Homo sapiens), Q9GZV3; CHT-expressing cells, membrane potential dye, choline response; hits give low values; B-score at 10 µM; 310,000 tested, 0.86% active; AID 488975, 2010;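 active = B-score over 3 SD under the library average, and starting fluorescence ratio not unusually high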;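 note: choline stimulus applied at its EC90 after an EC20 pre-addition; B-score computed on integrated fluorescence ratio after choline addition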
Target sequence (Q9GZV3 whole entry, looked up): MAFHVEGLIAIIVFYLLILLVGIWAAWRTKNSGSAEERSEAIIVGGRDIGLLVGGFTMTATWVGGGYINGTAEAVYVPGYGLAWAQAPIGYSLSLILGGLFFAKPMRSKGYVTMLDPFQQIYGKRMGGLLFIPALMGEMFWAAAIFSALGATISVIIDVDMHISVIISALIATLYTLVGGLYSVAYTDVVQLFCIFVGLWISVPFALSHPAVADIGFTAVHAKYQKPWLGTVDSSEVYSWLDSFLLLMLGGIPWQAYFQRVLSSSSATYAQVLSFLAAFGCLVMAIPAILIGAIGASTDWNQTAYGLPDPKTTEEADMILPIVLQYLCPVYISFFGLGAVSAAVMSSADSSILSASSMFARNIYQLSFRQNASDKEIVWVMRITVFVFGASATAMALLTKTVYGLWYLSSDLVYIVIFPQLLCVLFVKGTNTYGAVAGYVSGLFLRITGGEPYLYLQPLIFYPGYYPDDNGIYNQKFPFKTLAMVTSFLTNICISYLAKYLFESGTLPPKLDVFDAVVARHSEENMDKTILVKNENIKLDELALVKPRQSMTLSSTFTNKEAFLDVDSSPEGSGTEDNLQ
CHT PAM = CHT positive allosteric modulators, primary screen, cell-based, membrane potential dye, choline EC20; High affinity choline transporter 1 (Homo sapiens), Q9GZV3; CHT-expressing cells; hits give high values; LV-AA mutant CHT in HEK293 cells; B-score at 10 µM; 310,000 tested, 0.49% active; AID 488977, 2010;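 active = initial fluorescence not abnormally high and integrated response B-score, plate-corrected, over 3 SD above library mean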
* marks the source's active call; other numbers are inactive results; i = inactive.

item | mol | CHT inh | CHT PAM
1 | COC(=O)CCCCC1SCC2NC(=O)NC21O (configuration not stated) | i | i
2 | CC(C)(C)c1ccc(CN2C(=O)CSC2=O)cc1 | i | i
3 | COCCN(C(=O)CNC(=O)c1ccco1)C(C(=O)NC1CCCCC1)c1cccc(OC)c1 (configuration not stated) | i | i
4 | O=C(N/N=C/c1c[nH]c2ccccc12)c1cccs1 | i | i
5 | O=C(NNC(=O)C1CC1)c1cccc([N+](=O)[O-])c1 | i | i
6 | Cc1ccc(C(=O)NC(=S)N2CCN(C)CC2)cc1 | i | i
7 | COc1ccc(/C=N/NC(=O)c2ccccc2O)cc1CSc1ccccn1 | i | i
8 | c1ccc(N2CCN(c3nc(-c4ccccn4)nc4ccccc34)CC2)cc1 | i | i
9 | CN(C(=O)c1ccncc1)c1nnc(-c2ccncc2)s1 | i | i
10 | O=C(O)c1ccccc1C(=O)NCc1ccc2c(c1)OCO2 | i | i
11 | Cc1noc(C)c1COc1cccc(C(=O)Nc2cccnc2)c1 | i | i
12 | CCOc1ccc(NCc2cccn2-c2nnc(N3CCC(C(=O)NCCCN4CCCCC4CC)CC3)s2)cc1 (configuration not stated) | i | i
13 | COCCNC(=S)Nc1ccc([N+](=O)[O-])cc1C | i | i
14 | CC(=O)c1c(C)[nH]c(C(=O)Nc2ccccn2)c1C | i | i
15 | Cc1ccccc1C(=O)Nc1nc(-c2cccnc2)cs1 | i | i
16 | COc1cccc(NC(=O)CN(Cc2ccccc2)S(C)(=O)=O)c1 | i | i

A second format for part of the listing above.
3	COCCN(C(=O)CNC(=O)c1ccco1)C(C(=O)NC1CCCCC1)c1cccc(OC)c1 (configuration not stated)
  CHT inh: i
  CHT PAM: i

4	O=C(N/N=C/c1c[nH]c2ccccc12)c1cccs1
  CHT inh: i
  CHT PAM: i

5	O=C(NNC(=O)C1CC1)c1cccc([N+](=O)[O-])c1
  CHT inh: i
  CHT PAM: i

6	Cc1ccc(C(=O)NC(=S)N2CCN(C)CC2)cc1
  CHT inh: i
  CHT PAM: i

Other results.
item | mol | CHT inh | CHT PAM
17 | Clc1ccc(COn2c(-c3ccc(Cl)cc3Cl)nc3ncccc32)cc1 | i | i
18 | O=C(Cc1ccc(N2CCNC2=O)cc1)N1CCCC(Nc2cccc(F)c2)C1 (configuration not stated) | i | i
19 | O=C(NC(=S)Nc1ccccc1N1CCCC1)c1ccc(-c2cccc([N+](=O)[O-])c2)o1 | i | i
20 | CN(Cc1ccccc1)CC1CCCN(CCc2ccccc2F)C1 (configuration not stated) | i | i
21 | Brc1cnc(N2CCCCC2)nc1N1CCOCC1 | i | i
22 | CCOc1ccc(N2C(=O)CC(SC(=NC)Nc3cccc(F)c3)C2=O)cc1 (configuration not stated) | i | i
23 | C/C(=N\N=C\c1ccc(N(C)C)cc1)c1cccc([N+](=O)[O-])c1 | i | i
24 | COc1cc(-c2nc3cnccn3c2Nc2c(C)cccc2C)ccc1O | i | i
25 | COc1ccc(N2CCN(S(=O)(=O)c3cc(-c4cc(C)no4)ccc3C(C)C)CC2)cc1 | i | i
26 | C=CCn1cnc2c(nnn2-c2ccc(OC)c(OC)c2)c1=O | i | i
27 | COc1ccc(-n2nc3c(N)n[nH]c3cc2=O)cc1 | i | i
28 | Cc1oc(C(=O)O)cc1COc1cccc2cccnc12 | i | i
29 | CC(=O)c1sc(NC(=O)CN2C(=O)NC3(CCCC3)C2=O)nc1-c1ccccc1 | i | i
30 | Cc1ccc(S(=O)(=O)Nc2c(C)n(C)n(-c3ccccc3)c2=O)c(C)c1 | i | i
31 | CCN1CCN(c2ncnc3c2cnn3-c2ccccc2)CC1 | i | i
32 | Cc1ccc(NC(=S)N(Cc2ccccc2)Cc2cccs2)c(C)c1 | i | i
33 | CCCc1cc(=O)oc2cc(C)cc(OCC(=O)NC(Cc3ccc(Cl)cc3)C(=O)O)c12 (configuration not stated) | i | i
34 | CC(=O)Nc1ccc(NC(=O)COC(=O)CCc2nc3ccccc3s2)cc1 | i | i
35 | Cc1c(OCc2ccccc2)c(=O)ccn1Cc1ccc(Cl)cc1 | i | i
36 | O=S(=O)(c1cnc[nH]1)N1CCN(c2ccc(F)cc2)CC1 | i | i
37 | CCOc1cccc2cc(C(=O)NCc3ccc(F)cc3)c(=N)oc12 | i | i
38 | O=C(O)C1C(c2ccccc2)C(C(=O)OCc2ccco2)C1c1ccccc1 (configuration not stated) | i | i
39 | CCCn1c(OC)nc2c1c(=O)n(C)c(=O)n2C | i | i
40 | CN(C)C(=O)c1cc(C(=O)c2ccccc2F)c[nH]1 | i | i
41 | COc1ccc(NC(=O)C2CCCN(S(=O)(=O)c3ccc(Cl)cc3)C2)cc1OC (configuration not stated) | i | i
42 | CC1CCCN(CCCNC(=O)c2ccc(N3CCCC3=O)cc2)C1 (configuration not stated) | i | i
43 | COc1cc(CN2CCN(C(=O)CC(C)C)CC2)cc(OC)c1O | i | i
44 | CCNc1nc(NCC)nc(OCCNS(=O)(=O)c2cc(C)ccc2C)n1 | i | i
45 | O=C(NNC(=S)NC(=O)c1ccco1)c1ccc(F)cc1 | i | i
46 | O=C(NCCC(=O)N(CCc1ccccc1)Cc1ccccc1)c1ccc([N+](=O)[O-])cc1 | i | i
47 | O=C(COc1ccc(Cl)cc1)Nc1cc2c3c(c1)CC(=O)N3CCC2 | i | i
48 | O=C(NCc1cccc(C(F)(F)F)c1)C1CC(c2ccccc2F)=NO1 (configuration not stated) | i | i
49 | Cc1noc(C)c1COC(=O)C1CCN(C(=O)c2ccc(Cl)cc2)CC1 | i | i
50 | COc1ccc(NC(=S)NNC(=O)c2nnn(-c3ccccc3)c2C)cc1 | i | i
51 | O=C1CCCN1CCCn1cnc2c([nH]c3ccc(F)cc32)c1=O | i | i
52 | CCCCC(CC)CNC(=O)CCS(=O)(=O)c1cccc2nonc12 (configuration not stated) | i | i
53 | CN(C)CCC(=O)N1c2ccccc2Sc2ccc(Cl)cc21 | i | i
54 | COc1cccc(CNC(=O)N2CCN(c3ccccc3Cl)CC2)c1 | i | i
55 | O=C(CCCC(=O)OCC(Cl)=C(Cl)Cl)Nc1ccc(F)cc1 | i | i
56 | CCOC(=O)C1CCN(c2c(NCc3ccc(C(=O)NC4CCCC4)cc3)c(=O)c2=O)CC1 | i | i
57 | COc1ccc(-c2oc3ncn4nc(Cc5ccccc5)nc4c3c2-c2ccc(OC)cc2)cc1 | i | i
58 | O=C(C1CC1)N1CCc2cc(Br)cc(S(=O)(=O)NCc3ccco3)c21 | i | i
59 | CC(=O)NC1(NC(C)=O)CCN(C)CC1 | i | i
60 | C#CCOCCOCCOCCNc1nc(N2CCN(C(=O)Cn3cc(CCCN=C(N)N)nn3)CC2)nc(N2CCN(C(=O)[C@H](C(C)C)n3cc(CCO)nn3)CC2)n1 | i | i
61 | Cn1c(C(=O)NC2CCCCC2)cc2c(=O)n3ccccc3nc21 | i | i
62 | CCOC(=O)Cc1csc(NC(=O)NC2(C(F)(F)F)Oc3cc(Cl)c(Cl)cc3O2)n1 | i | i
63 | CCOc1ccc2c(c1)C(N(CCN1CCOCC1)C(=O)Nc1ccccc1)CC(C)(C)O2 (configuration not stated) | i | i
64 | CC1(C)CC(=O)C(/C=N/n2cnc3ccccc3c2=O)=C(O)C1 | i | i
65 | CCOc1ccccc1N(CC(=O)NC1CCCCC1)S(=O)(=O)c1ccccc1 | i | i
66 | Cc1nn(-c2ccc(Cl)cc2)c2[nH]c(CCl)cc(=O)c12 | -9.4* | i
67 | CCCOc1ccc(NC(=O)C2CC(=O)N(C(C)C)C2)cc1 (configuration not stated) | i | i
68 | CNC(=O)CN1C(=O)NC2(CCc3ccccc3C2)C1=O (configuration not stated) | i | i
69 | O=C(Nc1ccc(OC(F)F)cc1)c1cc(S(=O)(=O)N2CCOCC2)ccc1F | i | i
70 | Cc1cc(C)cc(C(=O)NC(=S)Nc2ccc(Cc3ccncc3)cc2)c1 | i | i
71 | Cc1ccccc1C(=O)N1CCC(C(=O)N(C)CC(=O)Nc2cccc(F)c2)CC1 | i | i
72 | Cc1cccc(N(CC(=O)NC2CCCCC2)C(=O)c2csnn2)c1 | i | i

Continuation:
item | mol | CHT inh | CHT PAM
73 | Cc1ccc(N=C2SCCCN2C(=O)c2cccc(N3C(=O)CCC3=O)c2)cc1Cl | i | i
74 | Cc1nnc(SCC(=O)N2CCOCC2)c2ccccc12 | i | i
75 | Cc1cc(C)nc(CCNC(=O)CC2C(=O)NCCN2Cc2ccc(F)cc2Cl)n1 (configuration not stated) | i | i
76 | O=C(Oc1ccc(-c2cn3c(n2)SCC3)cc1)c1ccccc1 | i | i
77 | Cn1c(C(C#N)C2=C(Cl)C(=O)N(c3ccccc3)C2=O)nc2ccccc21 (configuration not stated) | i | i
78 | Cc1ccc(NC(=O)CCNS(=O)(=O)c2ccc3c(c2)CCC(=O)N3)cc1 | i | i
79 | Cc1ccc(C)c2[nH]c(=O)c(C(c3nnnn3Cc3ccccc3)N3CCc4ccccc4C3)cc12 (configuration not stated) | i | i
80 | O=C(Nc1ccc(F)cc1)c1nc(S(=O)(=O)Cc2ccccc2)ncc1Cl | i | i
81 | OC1(c2nc3ccccc3[nH]2)CCCCC1 | i | i
82 | CCN1CN(CCc2ccccc2)CNC1=S | i | i
83 | O=c1[nH]nc(SCCS(=O)(=O)c2ccc(F)cc2)n1-c1ccc2c(c1)OCCO2 | i | i
84 | CCOc1ccc(S(=O)(=O)NCCC(=O)NCC(c2cccs2)N(C)C)cc1 (configuration not stated) | i | i
85 | CN(C)c1nc(NCc2ccccc2)nc(SCC(=O)Nc2ccccc2)n1 | i | i
86 | Cc1cc(C)n2nc(C(=O)OCC(=O)Nc3ccc4c(c3)OCO4)nc2n1 | i | i
87 | COC(=O)C1(C)Nc2ccccc2C(=O)N1c1ccccc1OC (configuration not stated) | i | i
88 | O=C(c1ccc(C(F)(F)F)cc1)N1CCC(=O)N(C(COCc2ccccc2)Cc2ccccc2)CC1 (configuration not stated) | i | i
89 | O=C(CNC(=O)c1ccc(Br)cc1)N/N=C/c1cccnc1 | i | i
90 | COc1ccc(NC(=O)c2cccc(OC(F)F)c2)cc1Cl | i | i
91 | O=C(c1ccc2c(c1)OCO2)N1CCCC(c2ccccc2)C1 (configuration not stated) | i | i
92 | COc1ccc(NC(=O)NC2CCCc3ccccc32)cc1OC (configuration not stated) | i | i
93 | CCOC(=O)Cc1nnc(NC(=O)c2ccco2)s1 | i | i
94 | CCOP(=O)(OCC)c1nc(-c2cccc3ccccc23)oc1NCc1ccc(OC)cc1 | i | i
95 | O=C(NCCc1ccccc1)C1CCC(=O)N1CCc1ccccc1 (configuration not stated) | i | i
96 | CCC(=O)NC(Nc1cc(C)cc(C)n1)(C(F)(F)F)C(F)(F)F | i | i
97 | Cc1nc(-c2noc(-c3ccccc3Cl)n2)c(C(F)(F)F)o1 | i | i
98 | COc1ccc(C(=O)NCC(c2cccnc2)N2CCN(c3ccc(F)cc3)CC2)cc1OC (configuration not stated) | i | i
99 | Cc1[nH]c2ccccc2c1CCNC(=O)c1ccc2c(c1[N+](=O)[O-])C(=O)c1ccccc1C2=O | i | i
100 | Cc1ccc(CS(=O)(=O)c2ccccc2-c2nnc(-c3ccc(Cl)cc3)o2)cc1 | i | i
101 | COc1ccc(CC(=O)OCC(=O)Nc2cc(S(=O)(=O)N3CCOCC3)ccc2N2CCCC2)cc1 | i | i
102 | COc1cccc2c1C(=O)C[C@]1(CCCC[C@@H]1C)O2 | i | i
103 | CN(C)C(=O)N1CCNCC1 | i | i
104 | O=C(Cn1ccccc1=O)c1cccs1 | i | i
105 | COc1ccc(S(=O)(=O)N2CCC(C(N)=O)CC2)cc1 | i | i
106 | CCOC(=O)Cc1csc(NS(=O)(=O)c2ccc(OC)cc2)n1 | i | i
107 | COc1cc(C(CC(=O)Nc2ccc(Cl)cn2)N2Cc3ccccc3C2=O)cc(OC)c1OC (configuration not stated) | i | i
108 | Cc1ccc(C)c(-c2nc3ccc(N)cc3[nH]2)c1 | i | i
109 | C[C@H]1C=C(C(=O)NCc2nc3ccccc3[nH]2)O[C@@H](OCCCCO)C1 | i | i
110 | Nc1nnc(SCC(=O)OCc2ccc(F)cc2)s1 | i | i
111 | COc1cc2cc(C#N)c(SCC(=O)N3CCOCC3)nc2cc1OC | i | i
112 | CC(=O)c1c(C)[nH]c(C(=O)OCC(=O)Nc2sc3c(c2C#N)CCCC3)c1C | i | i
113 | Cc1cccc(N(C(=O)c2ccc(Cl)cc2)C2CS(=O)(=O)CC2OC(=O)c2ccc(Cl)cc2)c1 (configuration not stated) | i | i
114 | C=C(C)CSc1cc(C)nc2c(-c3ccccc3)c(C)nn12 | i | i
115 | CCOC(=O)c1sc(N/N=C/c2cc(Br)c(O)c(OC)c2)nc1C | i | i
116 | CC(C)OP(=O)(c1ccc(N(C)C)cc1)C(O)c1ccc(N(C)C)cc1 (configuration not stated) | i | i
117 | COc1ccc(CN2CCC(=O)N([C@H](CO)Cc3ccccc3)CC2)cc1 | i | i
118 | CC(C)Cc1nc2ccc(N)cc2[nH]1 | i | i
119 | COc1ccc(C2OC(=O)C(C)(C)C(=O)C2(C)C)cc1OC (configuration not stated) | i | i
120 | CCOc1ccc(NC(=O)Cn2nnc(-c3ccccc3NC(=O)c3cccs3)n2)cc1 | i | i
121 | C/C(CC(=O)NC(C)C)=N\NC(=O)COc1cc(C)c(Br)cc1Br | i | i
122 | CC1CCCCC1NC(=O)C1CCN(S(=O)(=O)N2CCC3(CC2)OCCO3)CC1 (configuration not stated) | i | i
123 | O=C(O)c1cccc(NS(=O)(=O)c2ccc(C3CCCCC3)cc2)c1 | i | i
124 | N#CCSc1nnc2sc3ccccc3n12 | i | i
125 | COc1ccc(S(=O)(=O)Nc2c(C(=O)O)[nH]c3ccccc23)cc1OC | i | i
126 | C=C(C)CSc1nnc(-c2ccc(C)cc2)n1N | i | i
127 | O=C(Nc1ccc(N2CCN(C(=O)c3ccco3)CC2)cc1)c1cccnc1Cl | i | i
128 | O=C(Cc1ccc([N+](=O)[O-])cc1)NC1CCCCCC1 | i | i
